From PubChem BioAssay
FBPA Giardia inh: Giardia lamblia aldolase inhibition; Potency, µM (highest dose often 59.6 µM), for inactives: top-dose activity, negative = inhibition, actives largely listed as inhibitors; purified Giardia FBPA; A8B2U2; 290,000 compounds, 0.71% hits; active = well fitted inhibition curve with a large enough effect; inconclusive = small, poorly fitted or top-dose-only effect, or effect the other way; also: nearly all actives have a fitted effect of over 55% in size
Target sequence (A8B2U2 whole entry, looked up): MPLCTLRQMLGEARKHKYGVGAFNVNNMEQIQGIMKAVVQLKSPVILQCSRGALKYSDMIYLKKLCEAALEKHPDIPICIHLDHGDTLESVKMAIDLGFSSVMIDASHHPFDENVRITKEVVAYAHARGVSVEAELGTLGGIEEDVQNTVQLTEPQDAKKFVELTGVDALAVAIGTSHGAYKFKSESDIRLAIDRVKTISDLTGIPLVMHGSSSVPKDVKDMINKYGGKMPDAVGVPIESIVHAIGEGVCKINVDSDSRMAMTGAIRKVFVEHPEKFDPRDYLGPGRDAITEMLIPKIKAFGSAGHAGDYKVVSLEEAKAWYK
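40 nM FBPA preincubated 10 min at RT with compound (up to 57.5 uM final), then substrate plus GAPDH/TPI/NAD/arsenate coupling and diaphorase/resazurin added. Fluorescence read after 20 min at RT, 525/598 nm.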
Active calls of the source: *; ? = inconclusive; & = joins results of further samples; [ ] = another dose, or the depositor's remark. % is scaled to controls: 0 for no effect and ±100 for the full control effect; potency is read from the fitted curve at half-maximal effect. An excerpt (hit frequency here may not be typical).

SMILES	FBPA Giardia inh
O=C(/C=C\c1ccc(Cl)cc1)N[C@@]12CCC(=O)[C@@H]3Oc4c(O)ccc5c4[C@@]31CCN(CC1CC1)[C@@H]2C5	1%
N#Cc1ccc(CN2CC3(CCN(C(=O)c4cnccn4)CC3)C2)cc1	6%
CCCCC[C@H](O)/C=C/[C@@H]1[C@@H](C/C=C\CCCC(=O)O)[C@H](O)C[C@H]1O	-1%
COC(=O)C/C=C/[C@@H](C)[C@H](O)c1ccccc1Br	1%
CNC(Cc1c[nH]c2ccccc12)C(=O)O (centres undefined)	-9%
Cc1cccc(CNc2ncnc3ccc(-c4ccccc4C#N)cc23)c1	0%
CC1CCC2C(=O)N3C(CCC(C)[C@H]3c3cccc(N4CCCC4=O)c3)C(=O)N2C1c1cccc(N2CCCC2=O)c1 (some centres undefined)	-2%[12.9 µM]
COCCn1c(=O)c(C)nc2cnc(OC)nc21	-2%
CCCCC[C@H](O)/C=C/C=C/C=C/[C@H](O)C/C=C\CCCC(=O)O	1%
c1cncc(-c2nc(-n3ccnc3)c3ccccc3n2)c1	-1%
N#CCCn1c(=O)c(-c2cc(F)cc(F)c2)nc2cnc(OCc3ccccc3)nc21	-2%
COc1ccc2c(c1)C(=O)[C@@H](OC(=O)NS(=O)(=O)c1ccc(C)cc1)[C@H](c1ccc(OC)c(Br)c1)O2	6%
CNc1cc(-c2ccccc2C(F)(F)F)ncn1	-2%
COC(=O)N1CCC2(CCN(Cc3ccccc3)CC2)CC1	5%
c1nc(N2CCNCC2)c2cc(-c3ccoc3)ccc2n1	-5%
CC(C)C(O)(C(=O)OC[C@@H]1CC[N+]2([O-])CCCC12)C(C)O (some centres undefined)	-15%
CC(CO)NC(=O)C1C=C2c3cccc4[nH]cc(c34)C[C@H]2N(C)C1 (some centres undefined)	2%
CCCCC/C=C\C/C=C\C/C=C\C/C=C\CCCCCC(=O)NCCc1ccc(O)c(O)c1	-4%
C[C@@H]1C[C@](C)(C(=O)c2ccco2)C=C1c1ccco1	0%
CNc1ccnc(-c2ccccc2C(F)(F)F)n1	-4%

Arranged by number of heavy atoms (largest number first): some entries from above
SMILES	FBPA Giardia inh
CC1CCC2C(=O)N3C(CCC(C)[C@H]3c3cccc(N4CCCC4=O)c3)C(=O)N2C1c1cccc(N2CCCC2=O)c1 (some centres undefined)	-2%[12.9 µM]
COc1ccc2c(c1)C(=O)[C@@H](OC(=O)NS(=O)(=O)c1ccc(C)cc1)[C@H](c1ccc(OC)c(Br)c1)O2	6%
CCCCC/C=C\C/C=C\C/C=C\C/C=C\CCCCCC(=O)NCCc1ccc(O)c(O)c1	-4%
N#CCCn1c(=O)c(-c2cc(F)cc(F)c2)nc2cnc(OCc3ccccc3)nc21	-2%
Cc1cccc(CNc2ncnc3ccc(-c4ccccc4C#N)cc23)c1	0%
CC(CO)NC(=O)C1C=C2c3cccc4[nH]cc(c34)C[C@H]2N(C)C1 (some centres undefined)	2%
COC(=O)N1CCC2(CCN(Cc3ccccc3)CC2)CC1	5%
CC(C)C(O)(C(=O)OC[C@@H]1CC[N+]2([O-])CCCC12)C(C)O (some centres undefined)	-15%
C[C@@H]1C[C@](C)(C(=O)c2ccco2)C=C1c1ccco1	0%
COC(=O)C/C=C/[C@@H](C)[C@H](O)c1ccccc1Br	1%
CNC(Cc1c[nH]c2ccccc12)C(=O)O (centres undefined)	-9%

Some values from the results shown.
Reading for CNc1ccnc(-c2ccccc2C(F)(F)F)n1 in FBPA Giardia inh: -4%
Reading for C[C@@H]1C[C@](C)(C(=O)c2ccco2)C=C1c1ccco1 in FBPA Giardia inh: 0%
Reading for COc1ccc2c(c1)C(=O)[C@@H](OC(=O)NS(=O)(=O)c1ccc(C)cc1)[C@H](c1ccc(OC)c(Br)c1)O2 in FBPA Giardia inh: 6%

The results go on:
SMILES	FBPA Giardia inh
COc1cccc(Cn2c(=O)c(C)nc3cnc(OCc4ccccc4)nc32)c1	2%
C=CCOC(=O)C(C(C)=O)C(NC(=O)OC)c1cccc(F)c1 (centres undefined)	-1%[12.9 µM]
O=S(=O)(c1ccccc1)N1CCC[C@@]2(CCN(c3ccccc3)C2)C1	-7%
O=c1c(-c2cccc(Cl)c2)nc2cncnc2n1Cc1ccccc1Cl	2%
CC(=O)OC1CC[C@@]2(C)C3CC(=O)[C@]4(C)C(C(C)=O)=CCC4C3CC[C@H]2C1 (some centres undefined)	19%
CN(Cc1ccco1)c1nc(-c2ccoc2)nc2ccccc12	-7%
CN(C)C(=O)c1ccc(-c2ccc3ncnc(N4CCNCC4)c3c2)cc1	6%
CN(C)c1ncc2nc(-c3ccc(Cl)cc3)c(=O)n(Cc3cccs3)c2n1	-7%
COc1ccc(-n2c(=O)c(-c3cccs3)nc3cnc(N(C)C)nc32)cc1	2%
COC1(C#CC2C=CC(OC(C)=O)C(COC(C)=O)O2)CCCCC1 (centres undefined)	0%[12.9 µM]
COc1ccc(CNc2ncnc3ccc(-c4cccc(C#N)c4)cc23)c(OC)c1	-3%
OB(O)c1cc2ccccc2o1	4%
CC1CCC2C(=O)OC(Cc3ccccc3)CN2C1c1ccc(Br)cc1 (centres undefined)	-1%&4%[12.9 µM]
CC1CC(O)[C@]2(O)[C@]13CC(=O)OC[C@@]2(C)[C@@](C)(O)C(=O)C3 (some centres undefined)	3%
Cc1ccccc1-c1nc(Nc2ccncc2)c2ccccc2n1	-2%
CN1CCc2cc(Cl)c(O)cc2C(c2ccccc2)C1 (centres undefined)	-1%
COc1cccc(Nc2ncc3nc(CCc4ccccc4)c(=O)n(Cc4cccs4)c3n2)c1	2%
Cc1noc(C)c1-c1cc(NC2CC2)ncn1	-7%
C=C1C(N)CC2CC1C2(C)C (centres undefined)	0%
COc1ncc2nc(-c3cccs3)c(=O)n(CCC#N)c2n1	11%
O=c1c(-c2ccccc2)nc2cnc(N3CCOCC3)nc2n1-c1ccccc1	0%
O=C(c1cccc(F)c1)N1CCC[C@@]2(CCN(c3ccncc3)C2)C1	7%
Cc1ccc(C(=O)[C@@H]2[C@H]3C4COC(O4)C(=O)[C@@H]3[C@H]3C=Cc4ccccc4N32)cc1 (some centres undefined)	?
CCC/C=C(\CCC)C(NS(=O)(=O)c1ccc(-c2ccccc2)cc1)c1ccc(C(=O)OC)cc1 (centres undefined)	-1%
CS(=O)(=O)N1CCC[C@@]2(CCN(c3ccccn3)C2)C1	-9%
CC(C)CN1CCCC2(CCN(C(=O)c3ccco3)CC2)C1	-6%
COc1cccc([C@@H]2Oc3ccc(OC)cc3/C(=N/OC[C@@H](O)COCc3ccco3)[C@@H]2O)c1	0%[12.9 µM]
COc1ncc2nc(-c3ccc(F)cc3)c(=O)n(-c3ccccc3)c2n1	0%
CC(C)c1c(O)ccc2c1CCC1C(C)(C)CCC[C@@]21C (some centres undefined)	-9%
Cc1nc2cnc(Oc3ccccc3)nc2n(CCC#N)c1=O	-5%
O=C(c1cnccn1)N1CCC2(CCCN(c3ccc(-c4ccccc4)cc3)C2)CC1	-13%
C=CCOC(=O)N[C@H](/C(C(=O)OC)=C(\C)NCc1ccccc1)c1ccc2c(c1)OCO2	0%
C/C(=C\C[Si](C)(C)C)CC[C@H](O)C1=CCCCC1=O	-1%
Nc1c(O)cccc1C(=O)C[C@@H](N)C(=O)O	-29%[21.7 µM]
COc1ccc(Oc2ncc3nc(-c4cn(C)c5ccccc45)c(=O)n(C4CC4)c3n2)cc1	-3%
C=C(C)C(=O)OC[C@@H]1CCC[N@+]2(C)CCCCC12 (some centres undefined)	-2%
COc1ccc(-c2nc3cnc(N4CCNCC4)nc3n(-c3ccc(OC)cc3)c2=O)cc1	6%
COc1cccc(-c2nc(NCCc3c[nH]c4ccc(OC)cc34)c3ccccc3n2)c1	-17%
CCOC(=O)C1CSC(Cc2ccc(OCc3ccc([N+](=O)[O-])cc3)cc2)N1 (centres undefined)	-3%
CSC(=N)N	-3%&9%
CC[C@H]1C2=C3C(CC[C@H]4C(OCc5ccc(F)cc5C(F)(F)F)OC[C@](C)([C@@H]34)N(C(=O)OC(C)(C)C)C2)C2COC(=O)OCC21 (some centres undefined)	-7%
c1ccc(-c2cccc(N3CC[C@@]4(CCCNC4)C3)c2)cc1	-3%
CCCCC/C=C\C/C=C\C/C=C\CCCCC(=O)NCCO	4%
C[C@]12CC[C@H](O)C[C@@H]1CC[C@H]1[C@H]2CC[C@]2(C)C(=O)CC[C@@H]12	-2%&1%&7%[21.7 µM]
C#CCCCO/N=C1/C[C@@H](O)[C@@H](O)[C@@H]2[C@@H]3C(=O)N(CC)C(=O)[C@H]3CC[C@H]12	-2%[12.9 µM]
O=C(O)CCC(=O)OC[C@@H](NC(=O)C(Cl)Cl)C(O)c1ccc([N+](=O)[O-])cc1 (some centres undefined)	3%
CC(C)C(=O)NC(=O)C1CCCN1C(=O)/C=C/c1ccccc1 (centres undefined)	3%[12.9 µM]
CC(C)=CCC/C(C)=C/CO/N=C1/C[C@@H](O)[C@@H](O)[C@@H]2[C@H]3C(=O)N(c4ccc(F)cc4F)C(=O)[C@@H]3CC[C@@H]12	2%[12.9 µM]
COc1ccccc1CN1CC[C@@]2(CCCN(C(=O)c3cc(C(F)(F)F)cc(C(F)(F)F)c3)C2)C1	-7%
CCN1C(=O)[C@@H]2[C@H](C1=O)[C@@H]1C[C@H]3C(=O)N(CC)C(=O)[C@H]3[C@@H]3C1=C(C(=O)N1C(=O)O/C(=N\CC4CC4)[C@]31C)[C@@H]2C	8%

(list continues)
SMILES	FBPA Giardia inh
O=C(Nc1ccccc1)N1CCCC2(CCN(C(=O)c3cc(C(F)(F)F)cc(C(F)(F)F)c3)CC2)C1	-3%
COC(=O)NC1C=CCCC1C(C)=O (centres undefined)	-3%
COc1ccc(-c2nc3c(c4c2C[C@H](c2ccccc2)OC4)CN(S(=O)(=O)c2c(C)noc2C)CC3)c(C)c1	6%[12.9 µM]
COc1ccc(O[C@H]2C=C[C@@H](c3ccccc3)O[C@@H]2CO/N=C\[C@@H](C)[C@H](OCc2ccccc2)C(C)C)cc1	-3%[12.9 µM]
Clc1ccc2c(c1)N=C(N1CCNCC1)c1ccccc1N2	8%
CN(C)c1ncnc2ccc(-c3ccccc3C(F)(F)F)cc12	-14%
Cc1ccccc1-c1cncnc1Nc1ccc(F)cc1	-3%
COC(=O)N1CCC2(CCN(C(=O)Nc3ccccc3)CC2)CC1	2%
CCOC(=O)[C@]1(C(NC(=O)OC)c2cccc(C)c2)CCCC1=O (some centres undefined)	-1%[12.9 µM]
O=c1[nH]c(=O)n([C@@H]2C[C@H](O)[C@H](CO)O2)cc1C(F)(F)F	2%[21.7 µM]
CCCC[C@@H]1C[C@H]1C(NC(=O)Cc1ccccc1)c1ccc(Cl)cc1 (some centres undefined)	4%
C/C(CCC(=O)OC[C@@H]1O[C@H](C#Cc2ccccc2)C=C[C@@H]1Oc1ccc(C)cc1)=N/OC[C@@H](O)COCc1ccco1	0%[12.9 µM]
COC(=O)CNC(=O)C1(CC(C)C)C=CCN1C(=O)c1ccccc1 (centres undefined)	2%
CC#CCOC(=O)c1c(C)nc2sc3c(c2c1N)CC[C@@H](O)C3	6%
COc1ncc2nc(-c3ccccc3)c(=O)n(-c3ccccc3)c2n1	5%
COC(=O)[C@@]1(Cc2ccccc2)[C@H]2c3cc(C(=O)N4CCCC4)n(CCO)c3C[C@H]2CN1C(=O)c1ccccc1	-2%
CC(=O)N[C@H](CS)C(=O)O	-5%
CNC(=O)O/N=C/C(C)(C)SC	1%
NC(Cc1c[nH]c2ccccc12)C(=O)NCC(=O)O (centres undefined)	-10%
COc1ccc(C(=O)N2CCC3(CCN(Cc4ccccc4)CC3)CC2)cc1	0%

Overlap with the part before: two entries, followed by the next part.
SMILES	FBPA Giardia inh
NC(Cc1c[nH]c2ccccc12)C(=O)NCC(=O)O (centres undefined)	-10%
COc1ccc(C(=O)N2CCC3(CCN(Cc4ccccc4)CC3)CC2)cc1	0%
N#CC(O[C@@H]1OC(COC2OC(CO)C(O)C(O)[C@@H]2O)C(O)C(O)C1O)c1ccccc1 (some centres undefined)	10%
COc1ccc2c(c1)O[C@H](c1ccc3c(c1)OCO3)[C@@H](OC(=O)NS(=O)(=O)c1ccc(C)cc1)C2=O	4%
COc1ccc(-n2c(=O)c(C)nc3cnc(Nc4ccccc4)nc32)cc1	1%
COc1ccc(NC(=O)N2CCCC3(CCN(C(=O)Oc4ccccc4)CC3)C2)cc1	-13%
O=c1c(-c2ccc(Cl)cc2)nc2cnc(N3CCOCC3)nc2n1-c1ccccc1	12%
CC1CC[C@@]2(C(=O)O)CC[C@]3(C)C(=CCC4[C@@]5(C)CCC(O)C(C)(C)C5CC[C@@]43C)C2C1C (some centres undefined)	-8%
C=CC[C@@H]1C=C[C@@H](O/N=C2/[C@H]3O[C@@H]3[C@@H](O)[C@H]3[C@H]2CCn2c(=O)n(-c4ccccc4)c(=O)n23)[C@@H](CO)O1	0%[12.9 µM]
COC(=O)C/C=C\[C@@H](C)[C@@H](/C=N\O[C@@H](C)CN1CCCCc2nc(C)c(C)cc21)OC	-2%[12.9 µM]
COc1ccccc1-c1ccc2ncnc(NCCN3CCOCC3)c2c1	0%
CS(=O)(=O)N1CCC2(CCN(c3cccc(-c4ccccc4)c3)CC2)CC1	6%
Cc1cc(O)c2c(c1O)C(=O)c1c(O)cc(C)c(O)c1C2=O	-9%
CC(C)[C@@H](CC(=O)N[C@@H]1CCNC[C@H]1C(=O)N[C@H](CC(=O)N[C@@H](CCC(=O)O)CC(=O)O)Cc1c[nH]c2ccccc12)NC(=O)C[C@H](Cc1c[nH]c2ccccc12)NC(=O)[C@@H]1CNCC[C@H]1N	-24%
Cc1ccccc1-c1nc(N2CCOCC2)c2ccccc2n1	-9%
C/C(=C\C=C/[C@@H](C)C(=O)O)[C@H]1CN[C@H](C(=O)O)[C@@H]1CC(=O)O	?
O=c1c(-c2cc(F)cc(F)c2)nc2cnc(N3CCOCC3)nc2n1C1CC1	3%
CCNc1ncc2nc(-c3cc(F)cc(F)c3)c(=O)n(Cc3ccc(F)cc3)c2n1	-3%
Cc1noc(C)c1-c1cc(NCc2cccs2)ncn1	6%
